# Source: PubChem BioAssay (several laboratories)
# Siah-1 displacement: Siah-1 peptide-binding antagonists, primary screen, biochemical, fluorescence polarization, rhodamine-plectin, uHTS (AID 1817); 290,000 compounds, 0.02% hits; Siah-1 / rhodamine-plectin peptide fluorescence polarization; higher % means a stronger effect; displacement, % at 20 µM, or IC50 in µM where a hit was titrated;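 active = displacement of at least 50% at 20 µM, with a fluorescence ratio check between 0.3 and a set limit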;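 note: plate controls were Siah plus tracer with DMSO for no effect and tracer alone without Siah for full effect; strong numbers were not always called active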
# West Nile virus CPE: inhibition of WNV-induced cytopathic effect – cell-based, CPE readout (AID 1621); West Nile virus-infected cells, CPE inhibition; higher % means a stronger effect; CPE inhibition, % at 10 µM; hits with a dose series show IC50 in µM; 290,000 compounds, 0.02% hits; in the data active = a potency from the dose series; inconclusive = CPE inhibition mostly from about 3.7% at the one dose, without a potency; inactive = the rest, 99 in 100 with CPE inhibition below about 2.2%; note: strong numbers were not always called active
# PhoP inhibition: PhoP-dependent GFP reporter repression – Salmonella Typhimurium, primary screen (AID 1863). inhibition, % at 50 µM; hits with a dose series show IC50 in µM. 300,000 compounds, 0.16% hits. S. Typhimurium PhoP-regulated promoter GFP reporter, 4 h; higher % means a stronger effect;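 active = inhibition over 29.93%, a cutoff 3 SD above the screen mean, later confirmed by dose response; inconclusive = inhibition over 29.93% but no dose response follow-up; inactive = inhibition at most 29.93% or unconfirmed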;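 note: 0% = low Mg2+ inducing control and 100% = high Mg2+ repressing control; strong numbers were not always called active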
# * hit, by the source's call; ? = inconclusive.
Siah-1 displacement,West Nile virus CPE,PhoP inhibition,compound
9.9%,-0.9%,18.7%,Cc1cccc(C)c1NC(=O)CCS(=O)(=O)c1ccc(Br)cc1
0.1%,0.7%,-11.5%,Cc1cccc(OCC(=O)NC(=S)NNC(=O)c2ccncc2)c1
-0.3%,0.0%,-4.0%,O=C(NC(Cc1c[nH]c2ccccc12)C(=O)O)c1ccc2c(c1)OCO2 (stereo not given)
1.1%,-0.1%,-5.0%,CCOc1cccc(N2CCN(CCNC(=O)Nc3ccc(C)cc3)CC2)c1C
2.6%,-0.4%,3.3%,O=C(COC(=O)c1ccccc1Br)NC1CCCC1
1.8%,-0.2%,4.8%,CCN(CC)c1nc(Oc2ccc(C(=O)NN)cc2)nc(Oc2ccc(C(=O)NN)cc2)n1
-2.7%,0.7%,-6.5%,CC(=O)NS(=O)(=O)c1ccc(N2C(=O)CC(Sc3nccc(C)n3)C2=O)cc1 (stereo not given)
10.8%,0.2%,3.0%,CCOC(=O)C1CCN(C(=O)/C(=C/c2ccccc2)NC(=O)c2ccccc2)CC1
-0.1%,-0.1%,0.2%,CCc1c(C)nc(SC/C=C/c2ccccc2)[nH]c1=O
11.5%,-1.1%,9.4%,COc1ccc(S(=O)(=O)N(CC(=O)NC2CCCC2)c2ccccc2OC)cc1
9.8%,-0.7%,1.0%,N#CCCN1C(=O)C2(OCCO2)c2ccccc21
-2.4%,0.1%,-0.8%,COc1ccc(C(=O)O)cc1NC(=S)NC(=O)CSc1ccc(Cl)cc1
5.5%,-1.5%,1.4%,O=C1CC[C@@H](OCc2ccccc2)CCN1CC[C@H](Sc1ccccc1)c1ccccc1
-2.3%,-1.2%,1.6%,COc1ccc(OC(C)C(=O)N(C)Cc2nc(-c3ccc(C)cc3)no2)cc1 (stereo not given)
11.9%,-0.4%,6.2%,O=S1(=O)CCO[C@H]2Cc3ccccc3[C@H]2N1Cc1ccc(F)cc1
4.4%,-0.8%,-1.9%,Cc1ccc(OCc2cc(C(=O)NCc3cnn(-c4cccc(F)c4)c3)no2)cn1
-5.9%,-0.6%,-3.0%,COc1ccc(C(=S)N2CCOCC2)cc1OC(=O)c1ccc(C)cc1
7.0%,-1.9%,-5.7%,CCOC(=O)[C@@H]1[C@H]2COc3cc(OC)ccc3[C@@H]2N2C(=O)N(c3ccc(C(F)(F)F)cc3)C(=O)[C@@]12C
25.4%,-1.5%,2.8%,CC(C)c1ccc(N(CC(=O)NCc2ccc(F)cc2)C(=O)c2snc(C(N)=O)c2N)cc1
-1.5%,-1.8%,-1.1%,O=C(OCC(=O)N(CCc1ccccc1)Cc1ccccc1)c1cccc(O)c1
-0.3%,0.4%,4.5%,Nc1ccccc1Nc1c(F)c(F)nc(F)c1Cl
3.4%,0.4%,-1.8%,COc1cc(C(=O)N/C(=C\c2cn(C)c3ccccc23)C(=O)N2CCOCC2)cc(OC)c1OC
10.4%,-0.6%,3.1%,CC(C)c1ccccc1NC(=O)c1ccc2ncsc2c1
4.7%,-0.2%,2.0%,Cc1ccc(NC(=O)NCCCN2CCCC2=O)c(C)c1

# Two entries picked at random from those above, as already listed:
Siah-1 displacement,West Nile virus CPE,PhoP inhibition,compound
-0.3%,0.4%,4.5%,Nc1ccccc1Nc1c(F)c(F)nc(F)c1Cl
4.4%,-0.8%,-1.9%,Cc1ccc(OCc2cc(C(=O)NCc3cnn(-c4cccc(F)c4)c3)no2)cn1

# (continued)
Siah-1 displacement,West Nile virus CPE,PhoP inhibition,compound
13.0%,0.2%,0.2%,COc1ccccc1CCCNC(=O)C1CCC(=O)N(CCCN2CCCC2=O)C1 (stereo not given)
-5.9%,-0.2%,-0.7%,O=C(Nc1cccc2ncccc12)c1ccccc1Cl
18.1%,0.6%,-4.5%,O=C(COc1ccc2ccccc2c1)NNC(=O)C(=O)Nc1ccccc1
-2.6%,0.1%,13.1%,CN1CCC(N(C)C(=O)/C(C#N)=C/c2ccccc2)CC1
-2.1%,-0.6%,3.6%,COc1ccc(NC(=O)C2CCN(S(=O)(=O)c3ccc4c(c3)CC(C)N4C(C)=O)CC2)c(OC)c1 (stereo not given)
3.8%,-0.8%,4.6%,COc1c(C(=O)Nc2ccc(Br)cn2)ccc2ccccc12
5.2%,-0.3%,-3.5%,COc1ccc(-n2c(SCC(=O)NCc3ccco3)nc3sc4c(c3c2=O)CCN(C)C4)cc1
2.3%,-0.9%,-2.6%,COc1ccccc1N1C(=O)c2ccccc2NC1c1cc(OC)c(OC)c(OC)c1 (stereo not given)
9.2%,0.5%,-4.8%,Cc1c(OCC(=O)N[C@@H](Cc2ccccc2)C(=O)O)ccc2c3c(c(=O)oc12)CCC3
5.1%,-0.1%,-4.4%,COc1ccc2oc(C(=O)N3CCN(c4ncccn4)CC3)c(C)c2c1
-0.2%,-0.3%,7.0%,Cc1ccc(CN2CCN(/N=C/c3cc(Br)ccc3F)CC2)cc1
6.1%,-1.3%,3.9%,CCCOc1ccc(NC(=O)CNC(=O)c2cc(OC)cc(OC)c2)cc1OCCC
3.5%,-0.9%,-3.0%,CCCN(CCC)C(=O)C1CCCN(S(=O)(=O)c2ccc3c(c2)oc(=O)n3C)C1 (stereo not given)
2.3%,-1.1%,-2.8%,CC1CCc2c(sc(NC(=O)/C=C/c3cccs3)c2C(=O)O)C1 (stereo not given)
-4.1%,1.0%,0.8%,O=C(CNC(=O)c1sc2ccccc2c1Cl)OCc1ccccc1
-3.6%,-0.1%,-1.6%,COc1ccc(OC)c(C(=O)NC2CC(C)(C)Cc3c2cnn3-c2ccccc2)c1 (stereo not given)
-3.1%,0.0%,-4.9%,CCCOc1ccc(-c2c(C(=O)N/N=C(\C)c3cccs3)nnn2-c2nonc2N)cc1
17.0%,-0.6%,2.9%,COc1ccc(OC)c(C(C)NC(=O)C(C)Cc2ccccc2)c1 (stereo not given)
7.0%,-1.3%,-2.8%,Cc1cc(C)c(C)c(OCCCCN(C)Cc2ccccc2)c1
1.9%,-0.5%,-0.2%,O=C(NCC1CCCO1)c1ccc2c(c1)N(Cc1ccc(F)cc1Cl)C(=O)CS2 (stereo not given)
4.0%,-0.4%,1.1%,CCc1ccc(NC(=O)CCC(=O)Nc2nnc(C(C)C)s2)cc1
0.7%,0.0%,-0.3%,CC(C)c1c(C(=O)N/N=C/c2cccc(OCc3ccc(F)cc3)c2)nnn1-c1nonc1N
-2.7%,0.1%,3.7%,O=c1[nH]c(C2CCCN(S(=O)(=O)c3cccc(F)c3)C2)nc2c1nnn2Cc1ccccc1 (stereo not given)
1.3%,0.2%,6.0%,C=CCC1NS(=O)(=O)O[C@H](CCCC)[C@@H]1O (stereo not given in full)
5.3%,0.0%,-4.7%,CCn1cc(/C=C(\NC(=O)c2ccccc2F)C(=O)NCCCn2ccnc2)c2ccccc21
-0.2%,-0.5%,0.4%,COc1ccc(C(C)C)cc1S(=O)(=O)NCCCn1ccnc1
1.4%,1.4%,-7.8%,C[C@H](NC(=O)[C@@H]1CSC2c3ccccc3C(=O)N21)C(=O)NC1CCCC1 (stereo not given in full)
-2.3%,-0.9%,-4.3%,Cc1ccnc(NC(=O)c2cccc(NC(=O)c3ccccc3C)c2)c1
0.4%,-0.9%,1.8%,COc1ccc(C(=O)NCCCNC(=O)c2cc3ccccc3[nH]2)cc1OC
-2.8%,-1.0%,15.5%,CN(c1ccccc1)c1nc(N)c([N+](=O)[O-])c(Nc2ccccc2F)n1
8.4%,-0.3%,-1.2%,CC(=O)Nc1ccc(NC(=O)c2cc([N+](=O)[O-])cc([N+](=O)[O-])c2)cc1
3.2%,0.0%,1.8%,CC(=O)Nc1ccc(S(=O)(=O)NNC(=S)NCc2ccco2)cc1
22.5%,2.8%,6.0%,CCOc1cc(Br)cc(/C=C2\SC(=Nc3ccccc3)NC2=O)c1O
7.8%,0.8%,-4.0%,O=C(N/N=C/c1cccnc1)c1cc(O)c(O)c(O)c1
-0.9%,0.4%,0.3%,COc1ccc(OS(=O)(=O)c2ccc(N3C(=O)CCC3=O)cc2)cc1
8.4%,-0.4%,-2.7%,COc1ccc(/C=N/NC(=O)c2cc3c(ccc4ccccc43)o2)cc1OC
5.0%,0.7%,-2.7%,O=C(O)CCCn1ccc2cc(S(=O)(=O)N3CCCC3)ccc21
-2.9%,-0.5%,0.2%,O=C(CSc1nnc(NC(=O)c2ccccc2F)s1)NCc1ccc(F)cc1
-1.7%,0.5%,-0.8%,Cn1c(=O)c2sccc2n2c(CCCC(=O)NCCc3ccccc3)nnc12
-0.5%,-0.5%,-4.4%,CC(C)C(=O)Nc1ccc(Oc2ccc3c(c2)C(=O)NC3=O)cc1
0.2%,-0.1%,-3.6%,O=C(CSCc1ccc(Cl)cc1Cl)Nc1ccc(O)cc1C(=O)O
-2.4%,?,5.0%,Cc1cc(C)n2nc(CNS(=O)(=O)c3c(F)c(F)c(F)c(F)c3F)nc2n1
-6.3%,0.2%,0.6%,NC(=O)C1CCN(C(=O)c2ccc3c(c2)S(=O)(=O)c2ccccc2C3=O)CC1
6.6%,0.8%,-5.1%,Cc1ccc(CS(=O)(=O)Cc2ccc(C(=O)NC3CCCCCC3)o2)cc1
-2.9%,-1.1%,5.7%,O=C1CSC(c2cccc(O)c2)N1Cc1ccccc1 (stereo not given)
4.4%,0.4%,-2.4%,O=C(Nc1ccccc1C(=O)O)c1cc(S(=O)(=O)Nc2ccccc2)ccc1Cl
-3.5%,0.2%,1.2%,Cc1cc(C(C)(C)C)n2nc(C)c(-c3ccccc3)c2n1
10.5%,-0.9%,2.2%,CN(CCCC(=O)NCc1ccccc1)S(=O)(=O)c1ccc([N+](=O)[O-])cc1
-8.2%,2.4%,26.5%,O=C1N=c2ccccc2=C1c1sc(Nc2cccc(O)c2)nc1O
4.3%,-0.6%,-7.2%,CC(C)Oc1ccc(C(=O)NC2CCSc3ccccc32)cc1 (stereo not given)
0.9%,-0.1%,-2.3%,CC(C)Cc1nc(SCC(=O)N2CCOCC2)c2c(=O)n(C)c(=O)n(C)c2n1
5.4%,-0.7%,-6.4%,CCOc1ccccc1CN1CCNC(=O)C1CC(=O)NCc1nc(C)cs1 (stereo not given)
3.7%,0.0%,-4.2%,COc1ccc(S(=O)(=O)NCCc2cn3nc(C)c(C)nc3n2)cc1
11.6%,-0.1%,9.6%,CS(=O)(=O)N(CC(=O)N1CCCC1)c1ccccc1F
0.8%,-0.9%,-1.6%,COc1cccc(CN(C)C(=O)c2cccc(OCc3ccccc3)c2)c1
-2.3%,-0.4%,-3.2%,C=CCN(C(=O)c1csnn1)C(C(=O)NC1CCCCC1)c1ccccc1 (stereo not given)
1.6%,-0.4%,-6.3%,Cc1ccc(N=C2C(=O)Nc3ccccc32)cc1
-1.2%,-0.3%,8.2%,Cc1cccc(NC(=O)CSc2nnc(C3CC3)n2CC2CCCO2)c1 (stereo not given)
-2.0%,1.1%,9.9%,C=CCNC(=S)/N=c1/ccccn1Cc1ccccc1
0.5%,0.0%,-5.8%,O=c1c2ccccc2n2c(=S)[nH]nc2n1-c1ccccc1

# Single records, from the list above.
# Results for CCOc1ccccc1CN1CCNC(=O)C1CC(=O)NCc1nc(C)cs1 (stereo not given) = Siah-1 displacement: 5.4%; West Nile virus CPE: -0.7%; PhoP inhibition: -6.4%
# Results for CC(C)Oc1ccc(C(=O)NC2CCSc3ccccc32)cc1 (stereo not given) = Siah-1 displacement: 4.3%; West Nile virus CPE: -0.6%; PhoP inhibition: -7.2%

# Following part.
Siah-1 displacement,West Nile virus CPE,PhoP inhibition,compound
-1.6%,-0.3%,-7.4%,Cc1oc(-c2ccccc2F)nc1CS(=O)CC(=O)NC1CCCC1 (stereo not given)
6.2%,-0.5%,8.2%,CC(C)N(Cc1c(O)ccc2c(=O)c(-c3ccc(Cl)cc3)coc12)C(C)C
-1.5%,-0.5%,-9.3%,COc1cccc(CCNC(=O)c2ccc(OC)c(OC3CCN(C(C)C)CC3)c2)c1
1.6%,-0.3%,5.3%,CCOc1ccc(OCCn2c(S(=O)(=O)O)nc3c(N)ncnc32)cc1
-2.3%,0.5%,0.9%,COCCn1c(SCC(=O)NC2CCCCC2C)nnc1-c1ccncc1 (stereo not given)
0.1%,0.5%,-5.8%,CC1CCCN(C(=O)C2COc3ccccc3O2)C1 (stereo not given)
-1.6%,0.0%,-1.9%,CCOc1cccc(-c2c(C(=O)N/N=C/c3ccsc3)nnn2-c2nonc2N)c1
2.6%,-0.3%,-4.0%,C[N+](C)(C)CCNC(=O)c1cc[n+](Cc2ccccc2)c(/C=N/O)c1
-5.0%,-0.5%,-0.8%,COc1cc(C(=O)N2CCN(C)CC2)cc(OC)c1OC
8.4%,-1.2%,-5.0%,CS(=O)(=O)N(CC(=O)NCCSCc1ccccc1)c1ccccc1F
4.4%,0.3%,0.4%,CC(NC(=O)CN(c1ccc(Br)cc1)S(C)(=O)=O)c1ccccc1 (stereo not given)
-1.5%,-0.9%,-6.6%,CCOc1cccc(CN2CCCC(CNC(=O)c3cccc(OC)c3OC)C2)c1 (stereo not given)
0.5%,-0.1%,1.7%,COCC(=O)N1CCC(Oc2ccc(C(=O)N(C)C(C)c3ccon3)cc2)CC1 (stereo not given)
1.0%,-0.8%,-12.0%,Cc1c(C)n(Cc2ccc(Cl)cc2)c2ccc(C(=O)NCCN3CCOCC3)cc12
2.3%,-0.2%,-1.1%,Cc1cc(C)cc(NC(=O)C2CCCN(S(=O)(=O)c3c(C)noc3C)C2)c1 (stereo not given)
6.1%,-0.5%,-0.8%,Cc1ccc(CCNC(=O)c2sc3nc4n(c(=O)c3c2C)CCC4)cc1

# These rows are one share of the data; count on the stated rates, not on these rows.
